TSHR antagonist = Antagonists of the Thyroid Stimulating Hormone Receptor: HTS campaign; activity change, negative = inhibition, % at 11.5 µM; AID 504810, 2011; 0.2% of 330,000 active; TSHR-expressing cells, TSH-stimulated cAMP HTRF, 2 h; active compounds read low; Thyrotropin receptor (Homo sapiens), P16473;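 active = activity change below a set negative limit, meaning inhibition stronger than a set level, cut at about -70% in these data; inconclusive = activity change between two set negative limits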; also: % is scaled to controls: 0 for no effect and ±100 for the full control effect
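Cell-based HTRF cAMP assay; TSHR cells + compound, TSH EC80 (4nM final), 2 h, 37 deg C. Lysis with anti-cAMP cryptate and cAMP-d2, 30 min RT, read 665/620 nm.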
Eya2 inh = qHTS Assay for Inhibitors of the Phosphatase Activity of Eya2. 0.006% of 330,000 active. recombinant Eya2, OMFP fluorescence dephosphorylation (OMFP is methylfluorescein phosphate). Potency, µM (titrated, usually from 76.9 µM), inactives show at the highest dose activity, negative = inhibition, most hits filed as inhibitors. Protein phosphatase EYA2 (Homo sapiens), O00167; also: potency is read from the fitted curve at half-maximal effect; % is scaled to controls: 0 for no effect and ±100 for the full control effect
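Eya2 (0.2 uM) preincubated 10 min at ambient with compound, then OMFP substrate added at 50 uM; 10 min reaction in 50 mM HEPES pH 7.5, 50 mM NaCl, 5 uM MgCl2, 0.05% BSA, 1 mM DTT. Fluorescence read at Ex 485/Em 525 nm.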
GALK inh = qHTS Assay for Inhibitors of Human Galactokinase (GALK). P51570. Purified GALK, Kinase-Glo residual ATP luminescence. Potency, µM (series often up to 57.5 µM), for the others: at the highest dose activity change, negative = inhibition, usual class: inhibitors. 0.007% of 270,000 active. AID 1868, 2009; also: potency is read from the fitted curve at half-maximal effect; % is scaled to controls: 0 for no effect and ±100 for the full control effect
Target sequence (P51570 whole entry, looked up): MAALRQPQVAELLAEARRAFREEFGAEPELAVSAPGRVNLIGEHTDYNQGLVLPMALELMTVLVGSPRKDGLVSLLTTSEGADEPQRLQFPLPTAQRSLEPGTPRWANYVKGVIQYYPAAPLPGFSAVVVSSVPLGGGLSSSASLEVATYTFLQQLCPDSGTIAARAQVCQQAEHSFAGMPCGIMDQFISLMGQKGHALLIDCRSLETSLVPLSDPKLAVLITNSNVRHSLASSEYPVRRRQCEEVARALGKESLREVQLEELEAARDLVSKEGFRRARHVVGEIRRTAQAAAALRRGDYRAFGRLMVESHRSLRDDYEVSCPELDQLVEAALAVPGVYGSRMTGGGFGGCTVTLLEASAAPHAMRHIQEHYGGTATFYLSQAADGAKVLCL
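Kinase-Glo Plus luminescence measured ATP left after a 1 h room-temperature reaction. The reaction used 5 nM GALK, 100 uM galactose and 35 uM ATP at pH 8.0 (20 mM HEPES, 5 mM MgCl2, 60 mM NaCl, 1 mM DTT, 0.01% BSA).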
USP2a block = qHTS Assay for Inhibitors of Ubiquitin-specific Protease USP2a Using CHOP2 as the Reporter. Ubiquitin carboxyl-terminal hydrolase 2 (Homo sapiens), O75604. Potency, µM (titrated, usually from 38.3 µM), inactives show at the highest dose activity change, negative = inhibition, usual class: inhibitors. USP2 core, Ub-CHOP2 coupled fluorogenic reporter, 485/531. AID 463254, 2010. 0.01% of 330,000 active;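 also: potency is read from the fitted curve at half-maximal effect; plate controls were DMSO wells for no effect and full inhibition by NEM control for full effect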
Target sequence (O75604 whole entry, looked up): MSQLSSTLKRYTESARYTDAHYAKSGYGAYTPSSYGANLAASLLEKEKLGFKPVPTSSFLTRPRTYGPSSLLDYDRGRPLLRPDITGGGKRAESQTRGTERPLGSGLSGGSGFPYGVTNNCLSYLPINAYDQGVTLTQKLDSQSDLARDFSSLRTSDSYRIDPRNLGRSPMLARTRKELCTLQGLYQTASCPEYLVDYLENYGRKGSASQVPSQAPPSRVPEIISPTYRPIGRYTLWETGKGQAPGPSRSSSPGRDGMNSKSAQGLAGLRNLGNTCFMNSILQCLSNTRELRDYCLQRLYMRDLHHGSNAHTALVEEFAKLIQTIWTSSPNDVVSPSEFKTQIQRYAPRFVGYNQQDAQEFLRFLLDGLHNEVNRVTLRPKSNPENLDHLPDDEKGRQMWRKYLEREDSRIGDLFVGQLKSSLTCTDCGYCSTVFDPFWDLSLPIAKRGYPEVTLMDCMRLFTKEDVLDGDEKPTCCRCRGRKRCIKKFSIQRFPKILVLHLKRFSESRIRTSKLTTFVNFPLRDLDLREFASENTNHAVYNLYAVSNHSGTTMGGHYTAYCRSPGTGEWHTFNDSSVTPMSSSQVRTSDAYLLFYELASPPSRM
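USP2 core (10nM final) preincubated 30min RT with compound in 20mM Tris-HCl pH 8.0, 2mM CaCl2, 2mM beta-mercaptoethanol, 0.05% CHAPS; 25nM Ub-CHOP2 plus 25nM reporter substrate added, fluorescence (Ex485/Em531) read after 60min.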
Mito fusion yeast = qHTS Assay for Small Molecule Inhibitors of Mitochondrial Division or Activators of Mitochondrial Fusion; Potency, µM (titrated, usually from 46.1 µM), without a hit: top-dose growth rescue (activation), most hits filed as activators; 0.23% of 320,000 active; S. cerevisiae fusion-defective mutant growth rescue, CellTiterGlo 48 h;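 also: potency is read from the fitted curve at half-maximal effect; % of control where 0% means no effect; nearly all actives have a fitted effect of over 45% in size; temperature-sensitive fusion mutants such as fzo1-1 at 37 °C on non-fermentable ethanol glycerol medium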
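Yeast fusion mutant, YPEG (non-fermentable carbon), compound, 48 h at 37C non-permissive; CellTiterGlo added, 10 min RT, luminescence read. Rescued growth = division inhibition.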
hERG WT inh = qHTS for Inhibitors of KCHN2 3.1: Wildtype qHTS. Voltage-gated inwardly rectifying potassium channel KCNH2 (Homo sapiens), Q12809. U2OS, BacMam KCNH2, thallium flux FluxOr; active compounds read low. activity change, % at 1.84 µM. 0.37% of 340,000 active;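 active = maximum activity change below -70%; inconclusive = maximum activity change between -70% and -50%; inactive = maximum activity change above -50%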; also: % is scaled to controls: 0 for no effect and ±100 for the full control effect
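U2OS cells transduced with wild-type KCNH2 virus are loaded with FluxOr dye for 45 min, and thallium flux is measured in kinetic reads before and after stimulation buffer. Rate constants are normalized to DMSO controls.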
PKM2 act = qHTS Assay for Activators of Human Muscle isoform 2 Pyruvate Kinase | Pyruvate kinase PKM (Homo sapiens), P14618 | purified PKM2, Kinase-Glo ATP luminescence, activation; response scale: 0% is enzyme alone, no compound | Potency, µM (top dose mostly 57.5 µM), for inactives: at the highest dose activation, hits mostly activators | 0.34% of 260,000 active; also: potency is read from the fitted curve at half-maximal effect; % is scaled to controls: 0 for no effect and ±100 for the full control effect; nearly all actives have a fitted effect of over 55% in size
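Kinase-Glo luminescence reports ATP generated from ADP (0.1 mM) and PEP (0.5 mM) by purified hPK-M2 after 1 h at room temperature, pH 7.2 imidazole buffer; intermediate enzyme activity allows detecting inhibitors and activators.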
Menin MLL FP TR = qHTS Assay for Inhibitors Targeting the Menin-MLL Interaction in MLL Related Leukemias: Competition With Texas Red Labeled MLL-derived Mutant Peptide | O00255 | Menin + Texas Red MLL mutant peptide, fluorescence polarization | Potency, µM (top dose mostly 61.6 µM), without a hit: at the top dose FP activity change, negative = inhibition, actives largely listed as inhibitors | 0.23% of 270,000 active; active = well fitted inhibition curve with a large enough effect in the polarisation, with a control signal flat, not every such curve was filed as active; inconclusive = small, poorly fitted or top-dose-only effect, or effect the other way, or a change in a side signal; inactive = no such curve, though single readings can be large or run the other way; the % refers to the polarisation; also: potency is read from the fitted curve at half-maximal effect; % of control where 0% means no effect; many of its hits are not listed in these tables
ASM inhibitor = Inhibitors of Secretory Acid Sphingomyelinase (S-ASM): qHTS. Sphingomyelin phosphodiesterase (Homo sapiens), P17405. placental ASM, HMU-PC fluorogenic substrate, 60 min. Potency, µM (titrated, usually from 57.5 µM), inactives show at the top dose activity change, negative = inhibition, hits mostly inhibitors. 0.006% of 340,000 active; also: potency is read from the fitted curve at half-maximal effect
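HMU-PC0 cleavage (9 uM final) by human placental ASM, 60 min at 37 °C following 10 min compound exposure at RT; stopped at pH 10, fluorescence Ex 386/Em 447 nm.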
MBNL1-CUG inh = qHTS Assay for Inhibitors of MBNL1-poly(CUG) RNA binding | Potency, µM (series often up to 57.5 µM), without a hit: top-dose activity change, negative = inhibition, most hits filed as inhibitors | Muscleblind-like protein 1 (Homo sapiens), Q9NR56 | TR-FRET MBNL1-His/biotin-(CUG)12 binding, 665/545 ratio | 0.036% of 280,000 active; active = well fitted inhibition curve with a large enough effect in the signal ratio, with a control signal flat, not every such curve was filed as active; inconclusive = small, poorly fitted or top-dose-only effect, or effect the other way, or a change in a side signal; inactive = no such curve, though single readings can be large or run the other way; the % refers to the signal ratio; also: potency is read from the fitted curve at half-maximal effect; % is scaled to controls: 0 for no effect and ±100 for the full control effect
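Compounds (final 92 nM to 58 uM) are added to His-tagged MBNL1 and biotin-(CUG)12, then terbium anti-His antibody and streptavidin-XL665 (5 nM final). After 60 min at room temperature, the 665/545 nm ratio is read.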
BCR signal inh = qHTS Assay to Find Inhibitors of Chronic Active B-Cell Receptor Signaling; ABC-DLBCL IkBa-CBG/CBR reporter, luminescence ratio, 4 h; Potency, µM (series often up to 46.1 µM), for inactives: top-dose ratio change, negative = lower green/red ratio, most hits filed as inhibitors; 0.05% of 340,000 active; active = well fitted inhibition curve with a large enough effect in the signal ratio, with a control signal flat, not every such curve was filed as active; inconclusive = small, poorly fitted or top-dose-only effect, or effect the other way, or a change in a side signal; the % refers to the signal ratio;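 also: potency is read from the fitted curve at half-maximal effect; plate controls were basal doxycycline-induced cells for no effect and cells given 10 µM MG132 for full effect; MG132 reads +100%, hits lower the ratio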
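Concentration-response series (up to 46 uM) were applied to TMD8 dual-reporter cells for 4 h at 37C with doxycycline. Green/red ratio, after filter-overlap correction, defined %Activity; red signal alone was normalised to basal cells and zero luminescence.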
* marks the source's active call; other numbers are inactive results; ? = inconclusive; nt = not tested or not shown; [ ] = dose if it differs, or a comment. Unless noted, calls follow the shape of the dose curve; as a rule, active = well fitted curve in the direction sought with a large enough effect; inconclusive = small, poorly fitted or top-dose-only effect, or another doubt; inactive = no such curve, though single readings can be large; an effect the other way counts as inactive or inconclusive. Not all compounds are listed. The share of hits here may be higher or lower than overall.

smiles,TSHR antagonist,Eya2 inh,GALK inh,USP2a block,Mito fusion yeast,hERG WT inh,PKM2 act,Menin MLL FP TR,ASM inhibitor,MBNL1-CUG inh,BCR signal inh
CCN(c1ccccc1)S(=O)(=O)c1cc2c3c(c1)C(C)C(=O)N3CCC2 (stereo not drawn),-5,-3%,-3%,3%,0%,-1,nt,-4%,2%,-9%,-2%
NNC(=O)CNc1cccc(Br)c1,6,3%,-13%,0%,2%,-5,2%,2%,-1%,4%,-1%
COc1cccc(CN(C)C(=O)C23CC4CC(CC(C4)C2)C3)c1,-7,-16%,6%,-2%,6%,-6,1%,?,-1%,0%,8%
C=CCNC(=S)Nc1ccccc1-c1nnc2n1CCCCC2,7,4%,13%,1%,6%,-7,-3%,-1%,4%,-3%,-4%
Cc1ccc(-c2nc(=S)c3c(n2CCN2CCOCC2)CC(C)(C)OC3)cc1,-1,-30%,-3%,2%,2%,1,-9%,5%,0%,-3%,-9%
Cc1ccc(C(O)C(=O)c2ccco2)cc1 (stereo not drawn),20,5%,nt,0%,-2%,-15,nt,nt,5%,nt,2%
Cc1ccc(N2CCN(/N=C/c3c(C)nn(-c4ccccc4)c3Cl)CC2)cc1,0,8%,1%,0%,-2%,nt,0%,0%,-2%,nt,0%
Cc1cc(C)n(C(C)CNS(=O)(=O)c2ccc(Cl)cc2)n1 (stereo not drawn),8,-6%,12%,0%,3%,-8,1%,-4%,5%,-6%,-5%
O=C(Cc1ccc2c(c1)OCCO2)Nc1cc(C(F)(F)F)ccc1N1CCOCC1,-4,-5%,nt,2%,10%,26,nt,nt,-3%,nt,3%
Cc1[nH]nc2oc(=O)c(CCO)c(C)c12,3,5%,0%,1%,-2%,-4,0%,-20%,-1%,3%,?
COc1ccc(NCc2nnc(SCC(=O)Nc3cccc(C)c3)o2)cc1,3,4%,0%,-3%,-9%,-8,7%,12%,-2%,-4%,0%
CCOC(=O)NC1(C(F)(F)F)N=C(c2ccccc2)NC1=O (stereo not drawn),4,5%,1%,0%,-4%,-3,-5%,-5%,6%,-3%,4%
Cc1ccc(NC(=O)Cn2c(CCC(=O)O)ccc2-c2cccs2)cc1,5,12%,-6%,0%,1%,-3,12%,8%,9%,3%,1%
CCOC(=O)c1ccc(NC(=O)CNC(=O)c2ccccc2)cc1,15,-4%,-1%,3%,-1%,-11,-4%,?,-1%,2%,13%
Fc1cccc(C2CC(c3cccc(Br)c3)Nc3nnnn32)c1 (stereo not drawn),-20,-6%,-1%,0%,13%,29,16%,22%,-9%,0%,10%
CCn1c(Cc2ccc(OC)cc2)nnc1SCC(=O)Nc1nc2ccccc2s1,14,-5%,0%,1%,-1%,-2,9%,-19%,-6%,-4%,?
Cc1ccc(S(=O)(=O)N2CCC(c3nnc(SCCN4CCCC4)n3C)CC2)cc1,-5,-13%,6%,4%,-3%,31,nt,18%,5%,-2%,7%
Cc1ccc(C(=O)Nc2ccc(C(=O)N3CCCCC3C)cc2)cc1 (stereo not drawn),-5,8%,2%,8%,2%,3,2%,-2%,-4%,1%,12%
COc1ccc(C2CC(=O)C(C=NCC(C)C)=C(O)C2)cc1 (stereo not drawn),-14,-2%,-1%,0%,2%,-2,0%,-1%,7%,-3%,3%
C=C1CCN([C@H](C(=O)NCc2ccc(OC)cc2)C(C)C)S(=O)(=O)c2ccccc21,6,2%,2%,2%,4%,-1,3%,nt,-2%,-9%,1%
COc1ccc(C2C(C#N)=C(N)N(Nc3ccccc3)C3=C2C(=O)CC(C)(C)C3)cc1C (stereo not drawn),2,3%,-5%,2%,5%,-12,6%,-17%,192%[activator],7%,?
CCCN(CCC)C(=O)c1ccc2c(c1)N(CC)C(=O)c1ccccc1S2(=O)=O,3,3%,3%,1%,5%,-8,nt,-7%,-1%,0%,0%
CN1CCN(C(=O)/C=C/c2ccccc2)CC1,4,2%,0%,0%,1%,0,0%,1%,0%,-1%,-1%
CCCOC(=O)Nc1nc(-c2ccc(C)cc2)c(C)s1,-6,-9%,0%,3%,-3%,-5,nt,-12%,4%,-1%,5%
COc1ccc(NC(=O)c2ccc(Cn3cc(Cl)cn3)cc2)cc1,22,9%,1%,0%,1%,-15,-17%,3%,2%,-3%,-2%
O=C(Nc1ncc(S(=O)(=O)c2ccc([N+](=O)[O-])cc2)s1)c1ccccc1F,-43,7%,-5%,1%,-4%,1,-1%,nt,-2%,nt,9%
CC(NC(=O)Nc1ccccc1F)C(C)(C)C (stereo not drawn),4,2%,1%,0%,-3%,-2,-17%,2%,1%,0%,-1%
CCNC(=S)NNc1nc(N2CCCCC2)nc(N2CCOCC2)n1,7,-14%,0%,0%,3%,-5,0%,-6%,0%,-2%,-27%
CC1CN(C(=O)Cc2ccc(-c3ccccc3)cc2)CC(C)O1 (stereo not drawn),-10,10%,3%,3%,1%,11,-3%,-15%,2%,-11%,1%
O=C(NCCCn1ccnc1)c1cccc(Cl)c1,4,-22%,5%,0%,-2%,-5,nt,45%[activator],4%,-10%,0%
CC(Oc1ccc(F)cc1)C(=O)Nc1ccc(N2CCOCC2)cc1N1CCOCC1 (stereo not drawn),-1,-3%,nt,0%,1%,-7,nt,nt,0%,nt,-3%
Cc1ccc(CNS(=O)(=O)c2ccc([N+](=O)[O-])cc2)cc1,-41,-13%,-10%,-1%,2%,-16,-1%,-10%,-3%,?,-1%
COc1ccc(CCNC(=O)CN2CCCc3ccccc32)cc1OC,26,-1%,1%,3%,2%,5,?,?,-1%,18%,-3%
COCCN(C(=O)c1ccc(N2CCCC2=O)cc1)c1c(N)n(CC(C)C)c(=O)[nH]c1=O,17,10%,nt,4%,-4%,17,nt,nt,12%,nt,2%
OCC1CCCN(C2CCN(Cc3nc(Cc4cccc(C(F)(F)F)c4)no3)CC2)C1 (stereo not drawn),-2,-6%,1%,0%,-2%,24,0%,3%,3%,13%,5%
Cc1ccccc1Cn1nc(C)c(NC(=O)c2noc3c2CC(C(C)(C)C)CC3)c1C (stereo not drawn),-6,14%,-1%,2%,10%,-1,1%,?,-7%,-6%,2%
CCN(CC(=O)Nc1ccc(NC(C)=O)cc1)C(=O)c1cccc(S(=O)(=O)N2c3ccccc3CC2C)c1 (stereo not drawn),-7,-8%,nt,0%,-2%,5,nt,nt,0%,nt,13%
O=C(Cc1ccccc1)NC(=S)Nc1cccc(C(F)(F)F)c1,-1,-29%,-5%,2%,-14%,1,3%,32%[activator],-19%,-10%,12%

Compound activity (PubChem)
